Mtb BioA inh: BioA (M. tuberculosis) enzyme inhibition; purified M. tuberculosis BioA enzyme, plate reader; hit rate 0.096% among 360,000; inhibition, % at 9.99 µM; in the data active = inhibition above about 40%
* = called active by the depositor. The list is partial. The share of hits here may be higher or lower than overall.

SMILES	Mtb BioA inh
CCOC(=O)N(C)C[C@@H]1OCc2ccccc2-c2c(n(C)c3ccccc23)C(=O)N([C@@H](C)CO)C[C@@H]1C	0.0
Cc1ccc(S(=O)(=O)N[C@H]2CC[C@H](CC(=O)NCc3ccc(Cl)c(Cl)c3)O[C@H]2CO)cc1	1.3
C/C=C/c1ccc([C@H]2[C@@H](CNC(=O)c3ccncc3)N(C(C)=O)[C@H]2CO)cc1	-1.5
C[C@H]1CN([C@@H](C)CO)C(=O)c2cccc(NS(=O)(=O)c3cn(C)cn3)c2O[C@H]1CN(C)Cc1ccc(Oc2ccccc2)cc1	-1.0
O=C(Nc1ccccc1F)N[C@H]1CC[C@@H](CCNC(=O)C2CCC2)O[C@H]1CO	-1.3
CCCC#Cc1cnc2c(c1)C(=O)N([C@@H](C)CO)C[C@@H](C)[C@@H](CN(C)S(=O)(=O)c1cccc(OC)c1)O2	1.0
Cc1noc(C)c1S(=O)(=O)Nc1ccc2c(c1)C(=O)N([C@@H](C)CO)C[C@@H](C)[C@H](CN(C)C(=O)Cc1ccccc1)OCCCC[C@H](C)O2	-0.6
COc1ccc(S(=O)(=O)N(C)C[C@@H]2Oc3ccc(NC(=O)NC(C)C)cc3CC(=O)N([C@H](C)CO)C[C@H]2C)cc1	-1.5
C[C@@H]1CN([C@H](C)CO)C(=O)c2cc(NC(=O)Cc3cn(C)c4ccccc34)ccc2O[C@H]1CN(C)CC1CCCCC1	-1.4
O=C(C[C@@H]1C[C@H]2c3cc(NC(=O)c4cccnc4)ccc3O[C@H]2[C@H](CO)O1)NCC1CC1	17
COc1ccc(NC(=O)Nc2ccc3c(c2)CC(=O)N([C@@H](C)CO)C[C@H](C)[C@H](CN(C)Cc2ccccc2)O3)cc1	-0.7
O=C(Nc1ccc2c(c1)[C@H]1C[C@H](CC(=O)N3CCCCC3)O[C@@H](CO)[C@H]1O2)c1cccnc1	5.3
C[C@@H]1CN([C@@H](C)CO)C(=O)c2cc(C#C[C@@H](C)O)cnc2O[C@@H]1CN(C)Cc1cncnc1	1.4
CN1CCN(C(=O)C[C@H]2C[C@@H]3c4cc(NC(=O)Nc5ccccc5)ccc4O[C@@H]3[C@@H](CO)O2)CC1	-1.3
CCCNC(=O)Nc1ccc2c(c1)C(=O)N(C)C[C@H](OC)[C@H](C)CN(C(=O)CC)[C@@H](C)CO2	0.5
COc1ccc(NC(=O)N(C)C[C@H]2Oc3c(NC(=O)C4CCOCC4)cccc3C(=O)N([C@@H](C)CO)C[C@H]2C)cc1	0.6
CCCC(=O)Nc1ccc2c(c1)C(=O)N(C)[C@H]1CC[C@H](CC(=O)Nc3cccc(C)c3)O[C@@H]1CO2	5.7
CO[C@H]1CN(C)C(=O)c2cc(NS(C)(=O)=O)ccc2OC[C@@H](C)N(C(=O)C2CCCC2)C[C@H]1C	-1.7
C[C@H]1CN([C@@H](C)CO)S(=O)(=O)c2ccc(-c3cccnc3)cc2O[C@H]1CN(C)C(=O)NC1CCCC1	-2.1
C[C@H](CO)N1C[C@H](C)[C@H](CN(C)Cc2ccncc2)OCCCC[C@H](C)Oc2ccc(NS(=O)(=O)c3ccc(Cl)cc3)cc2C1=O	6.6
Cc1noc(C)c1S(=O)(=O)N(C)C[C@H]1OCCCC[C@@H](C)Oc2ccc(NC(=O)Nc3ccc(C(F)(F)F)cc3)cc2C(=O)N([C@@H](C)CO)C[C@@H]1C	-3.9
CCCC#Cc1cnc2c(c1)C(=O)N([C@@H](C)CO)C[C@H](C)[C@@H](CN(C)C(=O)C1CCOCC1)O2	-2.5
CCC(=O)N1[C@H](CO)[C@H]2c3ccccc3N(C(=O)Nc3ccc(Cl)cc3)C[C@H]21	5.5
CN1C(=O)c2cc(NC(=O)Nc3ccc(Cl)cc3)ccc2OC[C@@H]2O[C@H](CC(=O)O)CC[C@H]21	2.1
CC(C)NC(=O)N1C[C@@H]2[C@H](c3ccccc31)[C@H](CO)N2C(=O)c1ccccn1	-2.5
CO[C@H]1CN(C)C(=O)c2ccc(NS(=O)(=O)c3cccc(Cl)c3)cc2OC[C@@H](C)NC[C@@H]1C	0.0
C[C@H]1CN([C@@H](C)CO)C(=O)c2cc(NS(=O)(=O)c3cccs3)ccc2O[C@H]1CN(C)C(=O)Nc1cccc2ccccc12	-1.6
CN(C)c1ccc2c(c1)[C@@H]1C[C@@H](CC(=O)NCc3ccc(-c4ccccc4)cc3)O[C@H](CO)[C@@H]1O2	-1.7
Cc1noc(C)c1NC(=O)Nc1cccc2c1O[C@H](CN(C)C(=O)Nc1c(C)noc1C)[C@@H](C)CN([C@@H](C)CO)C2=O	1.6
Cc1noc(C)c1NC(=O)N(C)C[C@@H]1OCCCC[C@@H](C)Oc2ccc(NC(=O)c3ccccc3)cc2C(=O)N([C@H](C)CO)C[C@H]1C	1.9
C[C@@H]1CN([C@H](C)CO)S(=O)(=O)c2ccc(C#CC3CC3)cc2O[C@H]1CN(C)Cc1ccncc1	2.2
O=C(C[C@@H]1C[C@@H]2c3cc(NC(=O)CC4CC4)ccc3O[C@@H]2[C@H](CO)O1)NCc1ccccn1	0.2
Cc1ccc(S(=O)(=O)Nc2ccc3c(c2)C(=O)N([C@@H](C)CO)C[C@H](C)[C@@H](CN(C)S(C)(=O)=O)OCCCC[C@H](C)O3)cc1	1.4
COc1ccc(CN(C)C[C@H]2Oc3ccc(NC(=O)c4ccncc4)cc3C(=O)N([C@H](C)CO)C[C@@H]2C)cc1	2.1
COc1ccc(NC(=O)Nc2ccc3c(c2)CC(=O)N([C@@H](C)CO)C[C@H](C)[C@@H](CN(C)S(=O)(=O)c2c(C)noc2C)O3)cc1	-1.2
COCC(=O)Nc1ccc2c(c1)C(=O)N(C)[C@H]1CC[C@H](CC(=O)Nc3ccc(F)cc3)O[C@@H]1CO2	-0.5
C[C@H](CO)N1C[C@H](C)[C@H](CN(C)C(=O)Nc2ccc(F)cc2)Oc2ccc(NS(C)(=O)=O)cc2C1=O	3.0
CO[C@@H]1CN(C)C(=O)c2ccc(NC(=O)Nc3ccccc3F)cc2OC[C@@H](C)N(C(=O)c2cnccn2)C[C@H]1C	-0.5
C[C@@H]1CN([C@@H](C)CO)C(=O)c2cccc(NC(=O)Nc3ccc(C(F)(F)F)cc3)c2O[C@H]1CN(C)C	1.0
C/C=C/c1ccc([C@H]2[C@@H](CO)N3CCCCN(C(=O)C4CCCC4)C[C@@H]23)cc1	0.9
CN(C)C(=O)c1ccc(-c2ccc([C@@H]3[C@H](CO)N4CCCCN(C(=O)C5CCC5)C[C@@H]34)cc2)cc1	-0.6
COc1ccc(S(=O)(=O)N(C)C[C@H]2OCCCC[C@H](C)Oc3ccc(NC(=O)CCC(F)(F)F)cc3C(=O)N([C@H](C)CO)C[C@H]2C)cc1	-0.4
O=C(c1ccncc1)N1CCCCN2[C@H](CO)[C@@H](c3ccc(C#Cc4ccccn4)cc3)[C@@H]2C1	1.9
Cc1noc(C)c1NC(=O)N(C)C[C@H]1Oc2ccc(NC(=O)C3CCCCC3)cc2CC(=O)N([C@H](C)CO)C[C@H]1C	-0.1
CN1C(=O)c2cc(NC(=O)c3cc(F)cc(F)c3)ccc2OC[C@@H]2O[C@@H](CC(=O)O)CC[C@H]21	0.4
CCCNC(=O)N[C@@H]1CC[C@@H](CCNS(=O)(=O)c2cccc(F)c2)O[C@H]1CO	0.2
COc1ccc(S(=O)(=O)Nc2cccc3c2O[C@@H](CN(C)C(=O)NC2CCCCC2)[C@@H](C)CN([C@@H](C)CO)C3=O)cc1	0.7
O=C(Cc1ccncc1)NCC[C@@H]1CC[C@H](NC(=O)Nc2ccc(F)cc2)[C@@H](CO)O1	1.9
C[C@@H]1CN([C@@H](C)CO)C(=O)c2cc(NC(=O)CCCCCC(=O)Nc3ccccc3N)ccc2O[C@H]1CN(C)S(=O)(=O)c1cccs1	1.0
C[C@@H]1CN([C@H](C)CO)S(=O)(=O)c2ccc(C#CC3(O)CCCC3)cc2O[C@@H]1CN(C)C(=O)Cc1ccccc1	-1.2
CC(C)C#Cc1ccc([C@@H]2[C@H](CO)N3CCCCN(C(=O)c4ccc5c(c4)OCO5)C[C@@H]23)cc1	-5.8
CCNC(=O)[C@@H]1[C@@H](CO)[C@@H]2Cn3c(ccc(-c4ccc(F)cc4)c3=O)[C@H]1N2Cc1ccccc1F	0.4
C[C@@H]1CN([C@@H](C)CO)C(=O)Cc2cc(NC(=O)C3CC3)ccc2O[C@H]1CN(C)C(=O)Nc1cccc2ccccc12	-0.3
C[C@H]1CN([C@@H](C)CO)C(=O)c2cc(C#CC3(O)CCCC3)cnc2O[C@H]1CN(C)C(=O)Cc1cccnc1	1.6
CCC(=O)N1C[C@H](C)[C@H](OC)CN(C)C(=O)c2ccc(NC(=O)Nc3ccccc3)cc2OC[C@@H]1C	0.4
C[C@H](CO)N1C[C@H](C)[C@H](CN(C)Cc2ccccc2)Oc2cc(-c3cncnc3)ccc2S1(=O)=O	-0.9
C[C@@H]1CN([C@H](C)CO)C(=O)c2cc(NC(=O)CCN3CCOCC3)ccc2O[C@H]1CN(C)S(=O)(=O)c1ccc(F)cc1	1.6
CC=Cc1ccc2n(c1=O)C[C@@H]1[C@@H](CO)[C@H](C(=O)N(C)C)N(C(=O)CC3CC3)[C@H]21 (mixture of isomers)	-1.1
COc1cccc(CN2CCCCN3[C@@H](CO)[C@@H](c4ccc(C#Cc5cccnc5)cc4)[C@@H]3C2)c1	-1.6
COC(=O)C[C@H]1C[C@@H]2c3cc(NC(=O)CC4CC4)ccc3O[C@@H]2[C@H](CO)O1	0.5
(next part)
SMILES	Mtb BioA inh
CC(C)NC(=O)N(C)C[C@H]1Oc2c(NC(=O)Nc3ccc4c(c3)OCO4)cccc2C(=O)N([C@@H](C)CO)C[C@@H]1C	-0.6
C[C@H](CO)N1C[C@H](C)[C@@H](CN(C)C(=O)C2CCCCC2)OCCCC[C@H](C)Oc2ccc(NS(=O)(=O)c3cccs3)cc2C1=O	-3.4
COc1ccc(S(=O)(=O)Nc2ccc3c(c2)C(=O)N([C@@H](C)CO)C[C@@H](C)[C@@H](CN(C)C(=O)Nc2ccccc2)OCCCC[C@H](C)O3)cc1	-8.2
C[C@H]1CN([C@@H](C)CO)C(=O)c2cc(NC(=O)CCCCCC(=O)Nc3ccccc3N)ccc2O[C@H]1CN(C)S(=O)(=O)c1cn(C)cn1	-2.1
CC(C)NC(=O)N1[C@H](CNC(=O)CN(C)C)[C@H](c2ccccc2)[C@@H]1CO	-0.2
COCC(=O)N1[C@@H]2c3ccc(/C=C/c4ccccc4)c(=O)n3C[C@H]1[C@H](CO)[C@H]2C(=O)N1CCOCC1	-0.2
CC(C)NC(=O)Nc1ccc2c(c1)C(=O)N([C@@H](C)CO)C[C@@H](C)[C@@H](CN(C)Cc1ccc(-c3ccccc3)cc1)O2	-2.5
C[C@H](CO)N1C[C@H](C)[C@@H](CN(C)S(=O)(=O)c2cn(C)cn2)Oc2ccc(NS(=O)(=O)c3ccc(F)cc3)cc2CC1=O	3.1
C[C@H](CO)N1C[C@H](C)[C@@H](CN(C)Cc2ccc(C(=O)O)cc2)Oc2c(NC(=O)C3CCOCC3)cccc2C1=O	-3.2
CCCC#Cc1ccc([C@@H]2[C@@H](CO)N3CCCCN(C(=O)NC4CCCC4)C[C@H]23)cc1	0.6
O=C(NCC1CC1)[C@H]1[C@H](CO)[C@H]2Cn3c(ccc(-c4cccnc4)c3=O)[C@@H]1N2C(=O)C1CCC1	-1.3
C[C@H](CO)N1C[C@H](C)[C@@H](CN(C)C(=O)CN2CCOCC2)Oc2cc(/C=C/c3ccccc3)ccc2S1(=O)=O	0.3
CCCNC(=O)N1C[C@@H]2[C@H](c3ccccc31)[C@@H](CO)N2Cc1cccc(OC)c1	-2.0
CO[C@@H]1CC[C@@H]2CCN(C)C(=O)C[C@@H](c3ccccc3)CN(C)C(=O)c3cc(C#N)ccc3OC[C@@H]1O2	-1.5
C/C=C/c1ccc([C@H]2[C@H](CO)N3CCCCN(C(=O)Cc4cccnc4)C[C@@H]23)cc1	5.2

Grouped by structure, the compounds so far with a COOH group (three)
SMILES	Mtb BioA inh
CN1C(=O)c2cc(NC(=O)Nc3ccc(Cl)cc3)ccc2OC[C@@H]2O[C@H](CC(=O)O)CC[C@H]21	2.1
CN1C(=O)c2cc(NC(=O)c3cc(F)cc(F)c3)ccc2OC[C@@H]2O[C@@H](CC(=O)O)CC[C@H]21	0.4
C[C@H](CO)N1C[C@H](C)[C@@H](CN(C)Cc2ccc(C(=O)O)cc2)Oc2c(NC(=O)C3CCOCC3)cccc2C1=O	-3.2

An excerpt from above in order of number of heavy atoms, low to high:
SMILES	Mtb BioA inh
CC=Cc1ccc2n(c1=O)C[C@@H]1[C@@H](CO)[C@H](C(=O)N(C)C)N(C(=O)CC3CC3)[C@H]21 (mixture of isomers)	-1.1
CO[C@@H]1CC[C@@H]2CCN(C)C(=O)C[C@@H](c3ccccc3)CN(C)C(=O)c3cc(C#N)ccc3OC[C@@H]1O2	-1.5
C[C@@H]1CN([C@H](C)CO)S(=O)(=O)c2ccc(C#CC3(O)CCCC3)cc2O[C@@H]1CN(C)C(=O)Cc1ccccc1	-1.2

Further entries
SMILES	Mtb BioA inh
COc1ccc(NC(=O)N(C)C[C@@H]2Oc3ccc(NS(=O)(=O)c4cn(C)cn4)cc3C(=O)N([C@@H](C)CO)C[C@@H]2C)cc1	2.0
C[C@@H]1CN([C@H](C)CO)C(=O)c2cc(NC(=O)Nc3cccc4ccccc34)ccc2O[C@@H](C)CCCCO[C@@H]1CN(C)S(=O)(=O)c1ccc(F)cc1	-2.0
C[C@H](CO)N1C[C@H](C)[C@@H](CN(C)C(=O)Nc2ccccc2)Oc2ccc(NS(=O)(=O)c3cccs3)cc2CC1=O	-1.9
C[C@@H]1CCCCO[C@H](CN(C)S(=O)(=O)c2ccc(F)cc2)[C@@H](C)CN([C@@H](C)CO)C(=O)c2cc(NS(=O)(=O)c3cccs3)ccc2O1	2.5

Two of these compounds in another layout.
| SMILES | Mtb BioA inh |
| --- | --- |
| O=C(Nc1ccc2c(c1)[C@H]1C[C@H](CC(=O)N3CCCCC3)O[C@@H](CO)[C@H]1O2)c1cccnc1 | 5.3 |
| C[C@@H]1CN([C@@H](C)CO)C(=O)c2cc(C#C[C@@H](C)O)cnc2O[C@@H]1CN(C)Cc1cncnc1 | 1.4 |
